# Screening data (PubChem)
# Mdm2 MdmX PPI = inhibitors of human Mdm2/MdmX interaction. O15151+Q00987. SaOS-2 split-luciferase Mdm2/MdmX complementation, luminescence. inhibition, % at 8 µM. 330,000 compounds, 3% hits. AID 485346;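 active means inhibition of at least 50% at 8 µM in the primary screen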
# TIM10 inh = growth inhibitors of TIM10 yeast strain. S. cerevisiae TIM10 strain growth, BacTiter-Glo luminescence, 24 h. inhibition, % at 10 µM. AID 463195. 330,000 compounds, 1.4% hits;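 active means inhibition of 40% or more at the single tested concentration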;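 further: wild-type TIM10 isogenic control strain grown at permissive 25 °C; 0% = DMSO yeast wells and 100% = minimal medium wells without yeast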
# tim23-1 inh = tim23-1 yeast growth inhibition; inhibition, % at 20 µM; 330,000 compounds, 1.3% hits; S. cerevisiae tim23-1 growth, BacTiter-Glo luminescence, 24 h;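 active means growth inhibition of the mutant yeast at or above 50%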;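 further: temperature-sensitive mutant grown at 25 °C; plate controls were DMSO-treated mutant yeast for no effect and medium wells lacking yeast for full effect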
# APJ agonist = APJ receptor agonism. CHO-K1 APJ PathHunter beta-arrestin, luminescence; 0% DMSO wells, 100% apelin. activation, % at 20 µM. 330,000 compounds, 0.11% hits;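 active means activation more than six SD over the plate average, tested at 20 µM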;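 further: 0% = DMSO alone and 100% = apelin-13 at 10 nM; some results filed as inactive read as strong as hits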
# Target sequence (P35414 whole entry, looked up): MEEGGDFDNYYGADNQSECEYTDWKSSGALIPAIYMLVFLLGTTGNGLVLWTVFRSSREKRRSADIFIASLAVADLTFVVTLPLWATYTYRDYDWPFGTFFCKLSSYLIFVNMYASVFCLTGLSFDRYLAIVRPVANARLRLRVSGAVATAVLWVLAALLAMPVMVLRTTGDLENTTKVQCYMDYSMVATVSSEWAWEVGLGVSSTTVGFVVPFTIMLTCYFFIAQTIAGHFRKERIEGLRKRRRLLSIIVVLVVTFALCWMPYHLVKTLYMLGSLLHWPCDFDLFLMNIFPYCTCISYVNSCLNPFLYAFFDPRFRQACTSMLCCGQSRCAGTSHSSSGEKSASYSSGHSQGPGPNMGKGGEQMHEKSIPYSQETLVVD
#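 system = engineered CHO-K1 APJ arrestin reporter cells | input = 1000 cells per well | timing = overnight seeding, 90 min compound at 25 °C, 1 h detection | measured by = enzyme-fragment complementation luminescence | read-out = beta-arrestin recruitment to APJ as agonist activity, luminescent signal | control set = negative DMSO alone, positive Apelin-13 at 10 nM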
# tim10-1 inh = growth inhibitors of tim10-1 mutant yeast; S. cerevisiae tim10-1 ts strain growth, BacTiter-Glo, 24 h; 330,000 compounds, 2.2% hits; inhibition, % at 20 µM;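 active means inhibition of at least 40%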;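 further: mutant grown at 25 °C; 0% = DMSO wells with yeast and 100% = wells holding no yeast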
# XBP1 UPR activ = activators of adaptive arm of unfolded protein response (XBP1); CHO-XBP1 luciferase reporter, IRE1-XBP1 UPR activation, luminescence; percent of tunicamycin response, DMSO as zero; activation, % at 20 µM; 330,000 compounds, 0.33% hits; AID 463104;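 active means versus positive control, 20 µM dose yields 30% or more activation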;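 further: 100% = tunicamycin at 10 µg/mL and 0% = DMSO only wells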
#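 Material: CHO-XBP1 cells stably carrying IRE1-XBP1-driven luciferase reporter / Amount: 1000 cells per well / Compound: 20 µM, 1% DMSO / Times: 6 h treatment, 37 °C / Detection: luciferase luminescence / Measure: % activation of reporter signal versus tunicamycin and DMSO controls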
# CXCR6 block = inhibitors of human CXCR6 receptor; O00574; 360,000 compounds, 0.36% hits; inhibition, % at 20 µM; AID 602244; CHO-K1 PathHunter CXCR6 beta-arrestin, luminescence; in the data active means inhibition above about 34%, passing the limit was not always enough;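 further: antagonist mode with CXCL16 agonist at 10 nM final; 0% = 10 nM CXCL16 with DMSO and 100% = unstimulated wells without agonist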
# Target sequence (O00574 whole entry, looked up): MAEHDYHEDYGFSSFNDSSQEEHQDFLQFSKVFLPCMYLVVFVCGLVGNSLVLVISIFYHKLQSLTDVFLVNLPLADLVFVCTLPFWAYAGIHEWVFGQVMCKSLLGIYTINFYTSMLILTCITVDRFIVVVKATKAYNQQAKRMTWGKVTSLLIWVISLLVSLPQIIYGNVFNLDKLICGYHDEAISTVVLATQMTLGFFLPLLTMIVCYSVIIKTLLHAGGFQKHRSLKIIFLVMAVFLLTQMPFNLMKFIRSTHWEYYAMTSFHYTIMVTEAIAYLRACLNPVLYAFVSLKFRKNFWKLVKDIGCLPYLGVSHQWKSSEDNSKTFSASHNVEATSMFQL
# UPR CHOP act = apoptotic UPR (CHOP) activation | activation, % at 10 µM | AID 449763 | CHO-CHOP luciferase reporter, luminescence; percent of tunicamycin response over DMSO baseline | 330,000 compounds, 0.34% hits;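 active means at 10 µM dose, activation of 40% or more, normalized to positive control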;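 further: 100% = tunicamycin at 10 µg/mL and 0% = DMSO alone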
#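 Assay system: CHO cells with stable CHOP pathway luciferase reporter; Buffer or medium: F12 plus 10% serum; Times: 16-18 h cell attachment, then 6 h compound exposure, 37 °C; Signal: luciferase luminescence; Read-out basis: percent activation relative to tunicamycin control; Control set: tunicamycin high control, DMSO low control.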
# APJ antagonist = antagonists of human APJ apelin receptor. CHO-K1 APJ beta-arrestin complementation, luminescence. inhibition, % at 20 µM. 330,000 compounds, 0.32% hits;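 active means inhibition above about 40% at 20 µM, limit read from the data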;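 further: cells challenged with 10 nM apelin-13 agonist together with compound; plate controls were apelin-13 plus DMSO wells for no effect and DMSO wells lacking apelin-13 for full effect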
# An asterisk follows results filed as active; . = not tested or not shown; & = joins results of further samples.
SMILES,Mdm2 MdmX PPI,TIM10 inh,tim23-1 inh,APJ agonist,tim10-1 inh,XBP1 UPR activ,CXCR6 block,UPR CHOP act,APJ antagonist
Cc1nc2c3ccccc3n(Cc3ccccc3F)c2s1,4,28,17,-1,35,2,-13,0.4,15
CN(CC(CC(=O)Nc1nncs1)c1ccccc1)S(=O)(=O)c1ccccc1 (configuration not stated),-8,1,22,-1,11,-1,1,0.0,12
CSCCC(NS(=O)(=O)c1ccc(Cl)c(Cl)c1)C(=O)O (configuration not stated),-20,1,6,0,-10,0,8,-1.2,13
COc1cc2nc(CN3CCOCC3)n(CC(=O)NCC(F)(F)F)c(=O)c2cc1OC,-4,17,7,-2,-2,-2,1,-0.4,1
CCCCCCOC(=O)c1ccc(N)cc1,-30,11,38,-1,13,1,-10,5.3,-10
O=[N+]([O-])c1ccc(N2CCN(S(=O)(=O)Cc3ccccc3)CC2)cc1N1CCOCC1,-17,24,15,-1,26,-3,-1,-1.6,11
O=C(C[C@H]1C[C@H](C(=O)N2CCOCC2)[C@@]2(CCC3CCCC3)c3[nH]c4cc(-c5ccco5)ccc4c3CCN2C1=O)NCCN1CCOCC1,43,-3,36,.,19,9,6,5.7,.
COC(=O)C1=C(C)N(c2cccc(C)c2)C(=O)/C1=C\c1cccs1,2,9,35,-4,9,1,11,4.1,19
COc1ccc(CN2CCN(Cc3cccc(OC)c3)C(CCO)C2)cc1 (configuration not stated),18,-5,12,-1,-4,-3,-13,-1.4,7
CC(C)(C)C(=O)N1CCC[C@@]1(CO)C(=O)O,11,-9,6,-3,12,0,3,-0.1,-2
CCOc1ccc(N(C)S(=O)(=O)c2ccc(-c3cc(C)no3)s2)cc1,61*,-12,15,0,25,-1,-8,1.0,-6
CC(C)NC(=O)COCc1cc(-c2ccc3c(c2)OCO3)on1,-18,10,21,0,32,-1,6,2.4,8
Cc1ccc(N(Cc2ccccc2)C(=O)c2cccc(S(=O)(=O)N3CCOCC3)c2)cc1,10,24,33,-2,29,3,16,0.0,-8
CCN1CCN(CCc2nc3cc(NC(=O)COc4ccc(Cl)cc4)ccc3n2C)CC1,5,9,-1,0,4,-5,-2,2.3,5
O=C(O)CCn1c(=S)oc2ccccc21,-8,8,11,-2,13,-6,7,0.6,6
O=C(Nc1cccc(NC(=O)c2cccs2)c1)c1ccco1,-24,20,26,5,-2,1,-3,0.4,1
Cc1cccc(C)c1NC(=O)CCc1nnc2ccc(N3CCCC3)nn12,20,-7,-3,0,8,-3,7,2.1,-2
CCn1ncc(CNC(=O)c2cccc([N+](=O)[O-])c2)c1C,17,-11,-3,-6,3,1,.,0.3,25
N#C/C(=C\c1cn(-c2ccccc2)nc1-c1cccnc1)c1nnc2n1CCCCC2,12,13,18,1,27,4,-8,-1.6,2
COc1cc2nc(N3CCN(C(=O)[C@@H]4CCCO4)CC3)nc(N)c2cc1OC,15,2,-14,-3,0,-5,-5,1.1,4
Cc1ccccc1-c1nc(CS(=O)(=O)CC(=O)N(C)C2CCCCC2)c(C)o1,0,-2,28,9,12,-1,2,1.9,5
COc1cc2c(cc1OC)C(CC(=O)O)N(C(=O)CC1CCCC1)CC2 (configuration not stated),26,7,-4,-2,-17,-5,0,1.4,8
Cn1c(CNC(=O)c2cccs2)n[nH]c1=S,-7,-1,1,5,5,1,-1,1.5,4
O=C1CCCc2c1sc1nc3n(c(=O)c21)CCCCC3,-12,-6,10,-2,22,2,-8,4.1,5
O=C(O)c1ccccc1C(=O)NNc1ccc(F)cc1,6,-84,-1,-2,-63,-1,5,0.8,10
Cn1cccc1Cc1nnc(SCC(=O)Nc2ccc(F)cc2)n1-c1ccc(F)cc1,4,0,17,-3,19,-2,-3,1.1,-16
Cc1ccccc1C(C(=O)NC1CCCCC1)N(C(=O)CNC(=O)c1ccco1)c1cccnc1 (configuration not stated),-9,-11,-6,-1,-7,-4,0,-1.2,-13
O=C(COc1ccc2ccc(=O)oc2c1)N1CCN(C(=O)C2COc3ccccc3O2)CC1 (configuration not stated),1,8,-9,-1,-7,-3,10,0.1,-3
CCCCn1c(SCC(=O)Nc2cc(NC(=O)c3ccco3)ccc2C)nc2ccccc2c1=O,21,14,-3,-5,25,0,9,-2.0,-1
CN(C)CCn1c(NC(=O)c2ccc(Cl)cc2)nc2ccccc21,2,2,0,1,2,0,21,4.0,9
CNC(=S)NNC(=O)c1ccc(=O)n(Cc2ccc(Cl)cc2Cl)c1,3,-8,3,-2,0,-4,10,2.6,8
CCCCCc1nnc(NC(=O)Cc2cccs2)s1,25,14,24,-3,37,0,0,0.7,16
Cc1cc(OCC(O)CN2C(C)CCCC2C)ccc1C(C)C (configuration not stated),6,-14,-6,3,-10,-2,-4,-0.7,-2
C/C(CC(=O)Nc1ccc(Cl)cc1Cl)=N\NC(=O)C(=O)NCCO,-21,20,27,0,28,0,-2,-0.7,8
Cc1nn(C(=O)c2cccnc2)c(C)c1C,13,0,18,-1,1,-1,-9,-1.0,6
O=C(O)c1ccc2c(c1)OCCOCCOCCOCCOCCO2,9,14,0,-4,9,-1,6,-0.5,2
CCOC(=O)C1=C(C)Nc2ccccc2N=C1NC(=O)Cc1ccc(OC)cc1,-6,8,8,-3,19,-2,-11,3.7,-1
CCc1cccc(CC)c1C(O)c1cccnc1 (configuration not stated),7,7,14,3,25,1,-1,0.7,18
C=CCNc1oc(-c2ccc(Cl)cc2)nc1C#N,50*,20,8,-1,17,0,-6,5.3,2
Cc1c(Nc2cc(N3CCCC(C)C3)c3nonc3c2[N+](=O)[O-])c(=O)n(-c2ccccc2)n1C (configuration not stated),12,10,9,-6,6,1,8,-0.8,21
O=C(CC12CC3CC(C1)CC(CC(=O)N1CCCC1)(C3)C2)N1CCCC1,-8,11,14,-2,21,-1,1,1.0,30
CCN(CC(=O)Nc1ccc(NC(C)=O)cc1)C(=O)c1cccc2ccccc12,5,7,-2,-1,7,0,-10,1.7,19
O=C(Nc1ccc(Cl)cc1)NC1CCS(=O)(=O)C1 (configuration not stated),12,-6,10,-4,0,-2,-6,-2.2,11
COc1ccc(C(=O)Nc2cccc(/C(C)=N/NC(=O)c3ccc([N+](=O)[O-])cc3)c2)cc1OC,28,13,-9,5,-1,1,8,7.2,-22
O=C(CSC1CC(=O)N(CCc2ccccc2)C1=O)Nc1ccc(Br)cc1 (configuration not stated),-44,23,21,-4,18,0,-1,0.4,5
Nc1c(C(=O)Nc2ccccc2)c2nc3ccccc3nc2n1-c1ccc(O)cc1,32,13,5,-3,25,9,9,2.6,-19
COc1ccc(NC(=O)CSCc2ccc(C#N)cc2)c(OC)c1,6,-5,19,1,16,-3,6,-0.4,-25
COC(=O)c1c(C(=O)OC)c(-c2cccc(Cl)c2)n2c1CS(=O)C2 (configuration not stated),0,21,-8,-2,-4,0,-1,0.0,14
Cc1ccc(C)c(C(=O)CC2(O)C(=O)Nc3ccccc32)c1 (configuration not stated),7,9,10,-2,11,-2,-6,-3.1,-14
Fc1ccc(C(c2nnnn2Cc2ccco2)N2CCN(C3CCCCC3)CC2)cc1 (configuration not stated),14,3,13,-3,4,0,1,2.2,6
O=C(Nc1ccc(OCC(F)(F)C(F)F)c(C(F)(F)F)c1)c1ccc(Cl)cc1,92*,58*,30,4,53*,2,-4,12,8
COc1ccc(-c2nc3cc(C)ccn3c2NC2CCCCC2)cc1SC1CCCCC1,93*,25,52*,0,26,2,22&17,5.3,6
COc1cccc(-c2noc(C3CCCN(C(=O)CC(C)(C)C)C3)n2)c1 (configuration not stated),-8,19,35,-4,12,-3,3,2.1,10
CCCCc1nc2sc3c(c2c(=O)n1NC(=O)c1ccco1)CC(C)(C)OC3,-28,-3,26,-2,16,1,-6,-0.7,-12
Cc1nn(CC2CC2)c(=O)n1-c1ccccc1,17,-11,5,1,-8,1,-3,48*,-6
Cc1csc(NC(=O)CSc2nc(=O)[nH]c3c2CCCC3)n1,19,-9,11,1,15,-1,-5,1.1,28
CCC(=O)c1cn(CC(=O)Nc2ccccc2F)c2ccccc12,18,5,-1,-2,-14,-3,-5,-0.1,8
COc1ccc(C(C)(C)C)cc1S(=O)(=O)n1ccnc1C,-5,-1,27,-1,29,1,-5,1.7,2
C=CCSc1nnc(Cn2c(=O)sc3ccccc32)n1C,-26,4,9,-4,9,-3,2,0.5,11
O=C(CN1C(=O)NC2(CCCc3ccccc32)C1=O)c1ccccc1F (configuration not stated),20,-3,19,-6,12,-1,1,-0.5,-9
# Next part
SMILES,Mdm2 MdmX PPI,TIM10 inh,tim23-1 inh,APJ agonist,tim10-1 inh,XBP1 UPR activ,CXCR6 block,UPR CHOP act,APJ antagonist
Cn1c(SCC(=O)Nc2nccs2)nnc1-c1ccccn1,5,0,2,5,2,-4,5,-1.2,0
COc1ccc2[nH]c(=O)c(CNc3ccc(C)c(C)c3)cc2c1,-12,6,4,2,10,-2,18,5.2,-20
CC(C)(C)NC(=O)/C(=C\C=C\c1ccccc1)NC(=O)c1ccc([N+](=O)[O-])cc1,13,19,36,0,27,-4,23,0.8,4
CC(=O)N(CC(=O)Nc1sc(C)c(C)c1C(N)=O)Cc1ccccc1,21,1,-3,-4,8,3,0,0.2,5
COCCn1c(-c2ccccc2)cnc1N,-3,-4,11,-1,8,1,8,-0.6,0
Cn1c(N)c(C(=O)COC(=O)CNC(=O)c2ccc(Cl)cc2Cl)c(=O)n(C)c1=O,11,0,8,7,15,0,9,-1.5,-2
C[C@@H]1CN([C@@H](C)CO)C(=O)c2cccc(NS(C)(=O)=O)c2O[C@H]1CN(C)Cc1ccc(Oc2ccccc2)cc1,2,2,4,-2,-5,-1,-6,-0.9,17
OCC1(C2=NOC(O)(C(F)(F)F)C2)CCCCC1 (configuration not stated),4,-2,14,-2,3,-1,-2,-2.5,2
CCn1ncc(C2=NOC(C(=O)N3CCC(C(N)=O)CC3)C2)c1C (configuration not stated),41,-1,-15,-1,5,0,-6,0.7,23
O=C(COC(=O)C1(c2ccc(F)cc2)CCCC1)NC1CC1,-2,17,9,-1,4,-2,2,-1.7,3

# Record cards, as listed above. Values in the order: Mdm2 MdmX PPI | TIM10 inh | tim23-1 inh | APJ agonist | tim10-1 inh | XBP1 UPR activ | CXCR6 block | UPR CHOP act | APJ antagonist
# `CCn1ncc(C2=NOC(C(=O)N3CCC(C(N)=O)CC3)C2)c1C` (configuration not stated) in the list: 41 | -1 | -15 | -1 | 5 | 0 | -6 | 0.7 | 23
# `CCCCCc1nnc(NC(=O)Cc2cccs2)s1` in the list: 25 | 14 | 24 | -3 | 37 | 0 | 0 | 0.7 | 16
# `N#C/C(=C\c1cn(-c2ccccc2)nc1-c1cccnc1)c1nnc2n1CCCCC2` in the list: 12 | 13 | 18 | 1 | 27 | 4 | -8 | -1.6 | 2
# `COCCn1c(-c2ccccc2)cnc1N` in the list: -3 | -4 | 11 | -1 | 8 | 1 | 8 | -0.6 | 0
# `CCCCn1c(SCC(=O)Nc2cc(NC(=O)c3ccco3)ccc2C)nc2ccccc2c1=O` in the list: 21 | 14 | -3 | -5 | 25 | 0 | 9 | -2.0 | -1

# The list is partial; the hit share may differ from the screen's.
